Screens deposited in PubChem BioAssay by several laboratories.
HTRA1 inhibitor = inhibitors of human serine peptidase HTRA1 | Q92743 | recombinant HTRA1, FP-rhodamine activity-based probe, fluorescence polarization | inhibition, % at 5.96 µM | 340,000 tested, 0.5% active | AID 504803; in the data active = inhibition above about 36%;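 also: 0% = enzyme with DMSO and 100% = wells lacking enzyme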
NPR1 activator = GC-A (human) enzyme activation. P16066. HEK293 GC-A cells, cGMP TR-FRET, EC30 ANP; 0% at EC30 ANP, 100% saturating ANP. activation, % at 10 µM. 370,000 tested, 0.14% active. AID 1671463; in the data active = activation above about 40%
SMARCA2 activ = increases SMARCA2 function in MMTV reporter cells; MG213 cells, MMTV-luciferase reporter, dexamethasone, overnight; activation, % at 9.1 µM; 370,000 tested, 1% active; AID 652017; in the data active = activation above about 7.8%;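 also: 0% = vehicle wells and 100% = reference activator wells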
PG9 Ab binder = binds the HIV-1 gp120 antibody PG9. TR-FRET gp120-PG9 antibody binding. inhibition, % at 6.7 µM. 360,000 tested, 0.43% active. AID 624416; in the data active = inhibition above about 8.5%
ASAP1 GAP inh = ASAP1 ArfGAP inhibition | ASAP1-stimulated ARF1 GTP hydrolysis, GDP FP detection | 360,000 tested, 0.19% active | Q9ULH1 | AID 624377 | inhibition, % at 16.5 µM; in the data active = inhibition above about 25%;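 also: 0% = vehicle with enzyme and substrate and 100% = no enzyme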
Target sequence (Q9ULH1 325-724 limits assumed): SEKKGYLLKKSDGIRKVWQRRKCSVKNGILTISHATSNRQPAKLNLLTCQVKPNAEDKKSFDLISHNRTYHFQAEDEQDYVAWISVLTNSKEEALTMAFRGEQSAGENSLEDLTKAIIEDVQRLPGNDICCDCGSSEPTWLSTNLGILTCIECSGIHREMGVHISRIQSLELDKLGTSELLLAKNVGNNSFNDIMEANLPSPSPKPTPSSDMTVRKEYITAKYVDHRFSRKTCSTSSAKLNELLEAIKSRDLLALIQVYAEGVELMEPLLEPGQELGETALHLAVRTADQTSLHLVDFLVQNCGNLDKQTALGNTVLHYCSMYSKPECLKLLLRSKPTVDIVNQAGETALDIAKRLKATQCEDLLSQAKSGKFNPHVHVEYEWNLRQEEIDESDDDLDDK
ABHD4 inh = inhibits mouse alpha/beta hydrolase domain 4. Q8VD66. purified mABHD4, FP-Rh probe fluorescence polarization. inhibition, % at 8.92 µM. 370,000 tested, 0.54% active. AID 720543;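 active = inhibition exceeding the mean over every tested compound plus 3 SD, cut at about 30% in these data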;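 also: 0% = plate median of compound wells and 100% = S159A mutant with DMSO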
Target sequence (Q8VD66 whole entry, looked up, the tested form may be a part): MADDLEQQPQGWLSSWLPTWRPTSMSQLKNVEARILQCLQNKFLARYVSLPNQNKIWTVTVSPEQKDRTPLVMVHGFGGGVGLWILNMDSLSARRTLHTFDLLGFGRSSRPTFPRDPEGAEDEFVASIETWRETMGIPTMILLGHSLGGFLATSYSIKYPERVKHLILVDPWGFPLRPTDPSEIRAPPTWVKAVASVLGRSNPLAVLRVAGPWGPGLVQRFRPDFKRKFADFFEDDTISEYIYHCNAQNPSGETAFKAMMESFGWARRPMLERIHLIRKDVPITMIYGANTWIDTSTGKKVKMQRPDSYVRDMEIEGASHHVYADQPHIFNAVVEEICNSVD
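Material: mouse ABHD4 enzyme, wild type; Benchmarks: S159A mutant high control, sample median low control; Buffer or medium: HEPES pH 7.0, NaCl, Pluronic buffer; Signal: fluorescence polarization; Read-out: percent inhibition of probe binding, normalized to plate controls; Timing: pre-incubation 45 min, probe exposure 60 min, at 25 °C; Dosing: 8.92 µM, single dose.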
Rev-erbA mod = Rev-erb alpha (human) modulation | activity, % at 10 µM | Rev-erbα–FITC-DNA binding, fluorescence polarization, 90 min | AID 1259318 | 370,000 tested, 0.79% active | P20393;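 active = activity above about 14%, limit read from the data; passing the limit was not always enough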;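 also: 0% = DMSO wells with 35 nM protein and 100% = DMSO wells with 750 nM protein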
rCAG binder = molecules binding r(CAG) RNA repeats | r(CAG) RNA repeat, TO-PRO-1 dye displacement fluorescence | inhibition, % at 3 µM | 370,000 tested, 1.3% active;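 active = inhibition above the plate cutoff, the mean of all test compounds on that plate plus 3 SD, cut at about 35% in these data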;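 also: 0% = DMSO alone and 100% = 100 µM mitoxantrone as full dye displacement; higher means more dye released from RNA so lower well fluorescence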
NPR2 activator = GC-B (human) receptor activation. P20594. HEK293-GC-B cells, CNP EC30, cGMP TR-FRET; 0% at EC30 CNP, 100% saturating CNP. activation, % at 10 µM. 370,000 tested, 0.11% active. AID 1920062;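 active = activation at 10 µM reaching about 35% in either raw or pattern-adjusted values, limit read from the data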
ARFGAP1 inhibitor = rat ARFGAP1 inhibition | 360,000 tested, 0.26% active | Q62848 | Arfgap1-stimulated ARF1 GTP hydrolysis, GDP FP detection | AID 651572 | inhibition, % at 16.5 µM;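 active = inhibition above a per-plate limit, mean inhibition of low control wells plus 3 SD, cut at about 25% in these data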;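 also: 0% = DMSO wells with enzyme and 100% = wells lacking Arfgap1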
Target sequence (Q62848 1-136 limits assumed): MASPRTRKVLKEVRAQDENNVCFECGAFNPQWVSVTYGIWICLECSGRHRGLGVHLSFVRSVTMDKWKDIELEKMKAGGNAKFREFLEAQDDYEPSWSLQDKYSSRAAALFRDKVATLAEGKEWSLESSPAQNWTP
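Material: truncated rat Arfgap1 GAP domain; Incubation: compound-enzyme preincubation 20 min, reaction 120 min, detection 60 min, 25 °C; Read-out: percent inhibition of Arfgap1-stimulated GTP hydrolysis; Technique: FP, GDP Alexa 633 tracer displaced from anti-GDP antibody, 620/688 nm; Controls: No-Arfgap1 wells (100%) versus DMSO full-reaction wells (0%); Replication: single well per compound.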
* hit, by the source's call; x = not tested or not shown.

SMILES | HTRA1 inhibitor | NPR1 activator | SMARCA2 activ | PG9 Ab binder | ASAP1 GAP inh | ABHD4 inh | Rev-erbA mod | rCAG binder | NPR2 activator | ARFGAP1 inhibitor
Cc1cccn2c(=O)nc(SCC(=O)N3CCCCC3)nc12 | 1 | 5 | -1 | 0.8 | -5 | -3 | 1 | 0 | 2 | -1
COC(=O)c1ccc(=O)c2nc3/c(=C/O)c(O)cc(=O)c3[nH]c12 | 61* | -9 | -3 | -3.8 | 1 | 57* | -47 | 69* | -15 | -18
COc1ccc(Sc2ccc(NC(=O)c3cccc(Cl)c3)cc2C#N)cc1 | x | 1 | -1 | -1.2 | 12 | 1 | -2 | 5 | -1 | 10
COCC(=O)Nc1ccccc1C(=O)NC(C)C | 0 | -1 | -2 | -0.4 | 9 | -8 | -1 | -1 | -1 | -8
CC(C)C1C(=O)N(Cc2cn(Cc3ccco3)nn2)CCS(=O)(=O)N1Cc1ccc(-c2ccncc2)cc1 (stereo unspecified) | 0 | -1 | -1 | 0.9 | -2 | -1 | 2 | 6 | -2 | 6
COc1ccccc1C(=O)Nc1ccc(S(=O)(=O)Nc2cc(C)on2)cc1 | 0 | 3 | 1 | -1.3 | -15 | 0 | -1 | 5 | -2 | 5
COc1cc(OC)cc(-c2c(C#Cc3ccsc3)c3cc(-c4ccc(OC)nc4)ccc3n2C)c1 | -5 | 0 | 3 | -7.9 | 8 | 5 | 6 | 9 | 5 | 23
c1ccc2[nH]c(CN3CCCCCC3)nc2c1 | 0 | 0 | -2 | 0.0 | -5 | 0 | 2 | 0 | -5 | -3
Cc1ccc(N(CN2CCCC2=O)C(=O)c2ccc(C)c(C)c2)cc1 | 0 | -8 | 1 | 0.6 | 7 | 4 | 0 | -6 | -11 | 6
Cc1ccccc1C(=O)N(Cc1ccccn1)CC1CCCO1 (stereo unspecified) | x | -2 | 1 | x | x | 3 | 1 | 2 | -2 | x
COc1ccc(C(C)=O)cc1CSc1nncn1C | 7 | 1 | -5 | 2.0 | -11 | 5 | 5 | 2 | 2 | 5
CCC(=O)N(Cc1ccc2c(c1)OCO2)Cc1cc2cc(OC)ccc2[nH]c1=O | 1 | -7 | -1 | -0.2 | 2 | -3 | -3 | -1 | -9 | 7
CCCn1cc(S(=O)(=O)CC(=O)NC2CCCCC2)c2ccccc21 | -9 | -7 | -2 | 0.8 | -15 | -8 | 2 | -6 | 0 | 6
FC(F)Sc1ccc(NC(=S)NCC2CCCCC2)cc1 | -17 | 20 | -11 | -0.2 | 16 | -29 | 0 | 4 | 3 | 1
CC(C)c1cc(C(C)C)c(S(=O)(=O)NNC(=O)c2ccncc2)c(C(C)C)c1 | 0 | -4 | -3 | 1.7 | 2 | -2 | 2 | 1 | 0 | -12
COc1ccc(OC)c(S(=O)(=O)N2CCCC(C(=O)NCc3ccco3)C2)c1 (stereo unspecified) | -5 | 4 | 2 | -0.5 | -3 | 2 | 0 | 0 | 0 | 2
COC(=O)c1c(NC(=O)COC(=O)[C@@H](NS(=O)(=O)c2cccc(Cl)c2)C(C)C)sc2c1CCC2 | -1 | -1 | -1 | 0.1 | 3 | -7 | -2 | 9 | -6 | 4
CC(C)CNC(=O)COC(=O)CCC(=O)c1cccs1 | 6 | 3 | -4 | -2.4 | -1 | -5 | 4 | 1 | -2 | 0
Cc1nn(-c2cc(N(S(C)(=O)=O)S(C)(=O)=O)c(Cl)cc2Cl)c(=O)n1C | 6 | 1 | -2 | 0.2 | 7 | 10 | 6 | 2 | 1 | 5
CC(=O)Nc1ccc(C)c(NS(=O)(=O)c2cccc(C(F)(F)F)c2)c1 | 9 | -3 | -2 | -1.9 | -6 | -2 | 2 | -3 | 0 | -4
CCOc1cc(OCC)cc(C(=O)NCCN2CCC(n3c(=O)[nH]c4ccccc43)CC2)c1 | x | -4 | -5 | 0.6 | -5 | 16 | 2 | -2 | -2 | 16
COc1ccc(C(=O)C(C)OC(=O)C2CC3CCCC(C2)C3=O)cc1 (stereo unspecified) | 4 | -1 | 1 | 0.4 | -7 | 7 | -4 | -1 | 6 | 12
Cc1nnc(SC(C(=O)Nc2cc(Cl)cc(Cl)c2)c2ccccc2)[nH]c1=O (stereo unspecified) | -83 | -9 | -2 | -0.1 | 24 | -81 | 4 | 80* | 1 | 4
CC(C)[C@H](NC(=O)[C@@H]1CSC2c3ccccc3C(=O)N21)C(=O)NCC1CCCO1 (stereo partly specified) | 5 | 1 | -1 | -2.3 | 2 | -5 | 2 | 5 | -2 | -1
CCC(CC)N1CCN(CC2CC=CCC2)CC1 (stereo unspecified) | -3 | -4 | 3 | -3.0 | 3 | 12 | 5 | 0 | 1 | -12
COc1ccccc1Cn1c(C(C)C)nc2ccccc21 | -2 | 0 | 2 | -3.0 | 8 | 2 | 8 | -4 | 1 | 9
CN1CCN(C2Cc3cc(F)ccc3Sc3ccc(Cl)cc32)CC1 (stereo unspecified) | -8 | -19 | 0 | -1.5 | 6 | 12 | 4 | -4 | -18 | 6
COc1ccc(S(=O)(=O)NCCc2c[nH]c3ccccc23)cc1OC | -3 | 2 | -1 | 0.2 | 7 | 5 | -1 | 35* | 0 | 3
C=C(C)C1CCC2(C(=O)O)CCC3(C)C(CCC4C5(C)C(C=O)C(O)C(C)(C)C5CCC43C)C12 (stereo unspecified) | -28 | -2 | 1 | -1.9 | 6 | -2 | -2 | 11 | -7 | -13
COCCn1c(COc2ccccc2)nnc1SCC(N)=O | 1 | -2 | -2 | 0.2 | 8 | -4 | 0 | 0 | 3 | 4
CC(OC(=O)Cn1[nH]c(=O)c2ccccc2c1=O)C(=O)NC1(C#N)CCCCC1 (stereo unspecified) | 2 | 0 | -2 | -1.1 | 1 | 5 | -3 | 0 | 3 | -6
Cc1c(C(=O)NNC(=O)c2csc(N3CCOCC3)n2)cccc1[N+](=O)[O-] | 6 | 0 | -1 | 1.8 | -7 | 2 | -1 | 3 | 4 | 5
COCCOC(=O)c1c(C)oc2ccc(NS(=O)(=O)c3cccs3)cc12 | -3 | 1 | 0 | -1.3 | 11 | 2 | 4 | 6 | 4 | 1
Fc1ccc(Nc2ncnc3sccc23)cc1 | 4 | 0 | 6 | 0.0 | -3 | 4 | -3 | 2 | 3 | -4
CCOC(=O)c1c(S(=O)(=O)NC2CCN(C(=O)OCC)CC2)c(C)n(C)c1C | 8 | 3 | 2 | -1.1 | 0 | 2 | -3 | -5 | -2 | 8
CCOC(=O)C1NN=C(C(=O)c2ccc(C)cc2)C1c1ccc(C)cc1 (stereo unspecified) | -43 | 1 | 5 | -1.9 | 1 | -4 | -3 | 3 | -4 | 4
Cc1nc2cc(NC(=O)N3c4ccccc4CC3C)ccc2o1 (stereo unspecified) | -2 | -4 | 9.6* | -2.2 | 5 | 14 | 5 | 6 | -3 | -7
Cc1cc(NC(=O)CSc2nnc(Cc3cccn3C)n2CCc2ccccc2)no1 | -7 | -9 | -2 | -0.5 | 2 | 1 | -3 | 3 | -7 | 4
C/C(=N/NS(=O)(=O)c1ccc(C)cc1)[C@H]1C[C@@H]1c1ccccc1 | 1 | -1 | -1 | -0.6 | -10 | -4 | 3 | 2 | 3 | 2
Cc1nn(Cc2ccccc2)c(Cl)c1/C=C/C(=O)OCC(=O)N1CCCC1=O | 4 | -1 | -3 | 0.5 | -2 | 4 | -2 | 0 | -4 | -6

Complete entries, looked up by structure. Order of values: HTRA1 inhibitor, NPR1 activator, SMARCA2 activ, PG9 Ab binder, ASAP1 GAP inh, ABHD4 inh, Rev-erbA mod, rCAG binder, NPR2 activator, ARFGAP1 inhibitor
`Cc1nc2cc(NC(=O)N3c4ccccc4CC3C)ccc2o1` (stereo unspecified) in the list: -2, -4, 9.6*, -2.2, 5, 14, 5, 6, -3, -7
`Fc1ccc(Nc2ncnc3sccc23)cc1` in the list: 4, 0, 6, 0.0, -3, 4, -3, 2, 3, -4
`Cc1nn(Cc2ccccc2)c(Cl)c1/C=C/C(=O)OCC(=O)N1CCCC1=O` in the list: 4, -1, -3, 0.5, -2, 4, -2, 0, -4, -6
`Cc1cc(NC(=O)CSc2nnc(Cc3cccn3C)n2CCc2ccccc2)no1` in the list: -7, -9, -2, -0.5, 2, 1, -3, 3, -7, 4
`COCCOC(=O)c1c(C)oc2ccc(NS(=O)(=O)c3cccs3)cc12` in the list: -3, 1, 0, -1.3, 11, 2, 4, 6, 4, 1

Later entries:
SMILES | HTRA1 inhibitor | NPR1 activator | SMARCA2 activ | PG9 Ab binder | ASAP1 GAP inh | ABHD4 inh | Rev-erbA mod | rCAG binder | NPR2 activator | ARFGAP1 inhibitor
Cc1cnc2ccc(F)cc2c1 | x | -2 | -2 | 0.1 | 10 | -9 | -5 | 2 | 1 | 10
O=C1NC(Cc2ccccc2)c2nc3ccccc3c(=O)n2-c2cc3ccccc3cc21 (stereo unspecified) | -57 | -1 | -4 | -0.9 | 8 | -38 | 4 | 11 | 9 | -13
Cc1ccc(S(=O)(=O)N(C)c2ccccc2C(=O)NC2CCCC2)cc1 | 4 | -1 | -4 | 1.1 | -2 | -5 | 0 | -6 | 0 | 2
COc1ccc(C(=O)OCC(=O)N2CCN(C(=O)c3ccco3)CC2)c(OC)c1OC | 0 | 3 | -5 | -1.8 | 7 | 3 | -5 | 2 | 6 | -2
COCCn1nnnc1SCC(=O)c1ccccc1 | 7 | 6 | -1 | 0.3 | 11 | 2 | 2 | -3 | 2 | 2
O=S(=O)(Nc1ccc(O)cc1)c1cccc2cccnc12 | 0 | 0 | -2 | -2.6 | -2 | 2 | -8 | 0 | 5 | 1
CCN(CC)C(=O)c1cc(-c2ccc3c(c2)OCO3)on1 | 2 | -1 | 3 | -3.3 | -4 | -6 | 1 | -2 | 8 | 4
CSCCC(NC(=O)c1ccccc1Cl)C(=O)N1CCCCC1 (stereo unspecified) | 8 | -1 | -2 | 1.2 | 11 | 1 | 2 | -1 | -10 | 4

Of the compounds above, these contain a cyano group.
SMILES | HTRA1 inhibitor | NPR1 activator | SMARCA2 activ | PG9 Ab binder | ASAP1 GAP inh | ABHD4 inh | Rev-erbA mod | rCAG binder | NPR2 activator | ARFGAP1 inhibitor
COc1ccc(Sc2ccc(NC(=O)c3cccc(Cl)c3)cc2C#N)cc1 | x | 1 | -1 | -1.2 | 12 | 1 | -2 | 5 | -1 | 10
CC(OC(=O)Cn1[nH]c(=O)c2ccccc2c1=O)C(=O)NC1(C#N)CCCCC1 (stereo unspecified) | 2 | 0 | -2 | -1.1 | 1 | 5 | -3 | 0 | 3 | -6
